CHO parental Ca: counter-screen: ATP calcium response change in parental CHO cells. parental CHO-K1, ATP-induced calcium, Fluo-8 fluorescence. inhibition, % at 5.6 µM. 330,000 compounds, 0.63% hits. AID 463079;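 active = inhibition above that plate's mean sample inhibition plus 3 SD, cut at about 26% in these data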;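 note: 0% = ATP-challenged DMSO wells and 100% = DMSO wells without ATP; some compounds past the cut are filed as inactive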
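Material – parental CHO cells · Reagent – ATP stimulus · Compound – single nominal dose of 5.6 µM per compound · Detection – Fluo-8 fluorescence · Read-out basis – percent inhibition of calcium signal · Controls – ATP-challenged DMSO wells low, unchallenged DMSO wells high · Repeats – no replicates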
M4 ag: CHRM4 agonism in calcium assay; P08173; CHO-K1 hM4/Gqi5, Fluo-8 calcium fluorescence; vehicle 0%, full acetylcholine response 100%; activation, % at 3 µM; 360,000 compounds, 0.14% hits; AID 624127;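 active = activation above the run mean over all test wells plus 3 SD, cut at about 32% in these data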;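 note: peak over basal fluorescence ratio per well then scaled between controls; 0% = DMSO wells and 100% = acetylcholine at EC100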
Target sequence (P08173 whole entry, looked up): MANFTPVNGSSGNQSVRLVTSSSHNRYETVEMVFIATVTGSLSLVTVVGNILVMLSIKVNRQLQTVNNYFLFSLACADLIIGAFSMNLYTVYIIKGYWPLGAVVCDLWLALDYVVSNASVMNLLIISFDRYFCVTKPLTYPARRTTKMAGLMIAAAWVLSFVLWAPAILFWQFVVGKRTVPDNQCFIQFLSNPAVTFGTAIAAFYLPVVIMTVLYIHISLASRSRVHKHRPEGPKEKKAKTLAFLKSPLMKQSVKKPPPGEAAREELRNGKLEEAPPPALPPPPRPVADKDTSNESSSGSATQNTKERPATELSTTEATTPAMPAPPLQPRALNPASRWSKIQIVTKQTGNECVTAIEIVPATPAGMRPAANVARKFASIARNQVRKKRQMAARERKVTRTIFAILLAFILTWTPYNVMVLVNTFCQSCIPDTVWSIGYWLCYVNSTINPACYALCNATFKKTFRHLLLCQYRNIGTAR
CHO-K1 Ca ag: counter-screen for M1 agonists: effect in parental CHO-K1 cells | AID 602248 | Fluo-8 calcium fluorescence; scaled to maximal ATP response, vehicle zero | 360,000 compounds, 0.48% hits | activation, % at 3 µM; in the data active = activation above about 15%;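 note: untransfected CHO-K1 host cells lacking M1 receptor as counterscreen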
CHRM1 antagonist: antagonists of human M1 muscarinic receptor; CHO-K1 hM1, Fluo-8 calcium fluorescence, ACh EC80 antagonist; inhibition, % at 3 µM; 360,000 compounds, 1.3% hits; AID 588852;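 active = percent inhibition above its own plate's cutoff, namely the mean of that plate's compound wells plus 3 SD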;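 note: peak over basal fluorescence ratio during 140 s after agonist addition; 0% = ACh EC80 plus DMSO and 100% = DMSO alone without agonist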
Target sequence (P11229 whole entry, looked up): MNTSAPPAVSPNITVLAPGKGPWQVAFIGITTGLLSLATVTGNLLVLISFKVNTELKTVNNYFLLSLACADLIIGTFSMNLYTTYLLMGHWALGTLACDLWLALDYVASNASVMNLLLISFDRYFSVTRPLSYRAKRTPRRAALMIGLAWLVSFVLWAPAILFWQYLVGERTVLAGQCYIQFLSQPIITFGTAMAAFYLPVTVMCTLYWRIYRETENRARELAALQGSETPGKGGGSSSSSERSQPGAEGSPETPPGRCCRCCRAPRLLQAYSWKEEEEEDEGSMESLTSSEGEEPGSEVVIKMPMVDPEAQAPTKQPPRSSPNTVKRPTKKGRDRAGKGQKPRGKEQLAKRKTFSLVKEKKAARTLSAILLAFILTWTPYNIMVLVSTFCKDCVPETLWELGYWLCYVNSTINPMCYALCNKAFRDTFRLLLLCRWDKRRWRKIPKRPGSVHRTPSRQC
M1 ag: human M1 muscarinic receptor agonism. P11229. CHO-K1 hM1, Fluo-8 calcium fluorescence, agonist mode; 0% DMSO, 100% acetylcholine EC100. activation, % at 3 µM. 360,000 compounds, 0.33% hits. AID 588814;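 active = activation above the run's mean compound activation plus 3 SD, cut at about 16% in these data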;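 note: peak over basal fluorescence ratio within a 140 s kinetic read after compound addition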
M4 antag: blocks acetylcholine activation of human M4 receptor; CHO-hM4 cells, ACh EC80, Fluo-8 calcium fluorescence; 360,000 compounds, 0.73% hits; inhibition, % at 3 µM; P08173; AID 624125;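 active = inhibition above its plate's cutoff, the mean inhibition of sample wells plus 3 SD, cut at about 27% in these data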;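 note: 0% = acetylcholine EC80 with DMSO and 100% = DMSO without agonist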
M1 PAM: potentiates human M1 receptor response to acetylcholine; CHO-K1 hM1, Fluo-8 calcium fluorescence, ACh EC20; 0% = ACh EC20, 100% = maximal ACh; activation, % at 3 µM; 360,000 compounds, 0.088% hits; P11229; in the data active = activation above about 19%, passing the limit was not always enough
CHO-K1 Ca antag: M1 antagonist counterscreen hit in parental CHO-K1 cells | ATP-induced calcium, Fluo-8 fluorescence | inhibition, % at 3 µM | 360,000 compounds, 0.6% hits;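 active = inhibition above a per-plate cutoff, the plate's mean sample inhibition plus 3 SD, cut at about 24% in these data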;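 note: 0% = DMSO plus EC80 ATP and 100% = DMSO alone without ATP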
OXTR potentiator: human OXTR potentiation | 320,000 compounds, 0.061% hits | CHO-OTR cells, Fluo-8 calcium fluorescence, potentiator mode; 0% = oxytocin EC15, 100% = EC100 | activation, % at 3 µM | P30559;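 active = activation above that plate's cutoff, the mean activation of tested compounds plus 3 SD, cut at about 6.6% in these data, passing the limit was not always enough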;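 note: 100% uses oxytocin at 75 nM as the full agonist control; some results filed as inactive read as strong as hits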
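Material: CHO-OTR cells, human receptor; compound dosing: single dose, 3.0 µM nominal final compound concentration; schedule: 6 min compound pre-incubation at room temperature, 100 s kinetic read; measured by: kinetic Fluo-8 calcium fluorescence; read-out basis: % activation vs EC15 and EC100 oxytocin; controls: EC15 oxytocin alone as 0%, 75 nM oxytocin as 100%; replicates: singlicate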
* hit, by the source's call; x = no result given.

Preview:
SMILES	CHO parental Ca	M4 ag	CHO-K1 Ca ag	CHRM1 antagonist	M1 ag	M4 antag	M1 PAM	CHO-K1 Ca antag	OXTR potentiator
Cc1cnc2cc([N+](=O)[O-])ccc2n1	-10	8	4.2	11	-5	-1	-5	3	-4
Cc1cc(-c2ccccc2)nc(-c2ccccc2)c1C	-9	-1	0.7	-7	-4	10	8	-14	-6
Nc1nc(SCC(=O)N2N=C3/C(=C\c4ccco4)CCCC3C2c2ccco2)n[nH]1 (stereo not given)	x	3	0.1	-17	-5	-3	9	-13	x

Main list, previewed entries included:
SMILES	CHO parental Ca	M4 ag	CHO-K1 Ca ag	CHRM1 antagonist	M1 ag	M4 antag	M1 PAM	CHO-K1 Ca antag	OXTR potentiator
Cc1cnc2cc([N+](=O)[O-])ccc2n1	-10	8	4.2	11	-5	-1	-5	3	-4
Cc1cc(-c2ccccc2)nc(-c2ccccc2)c1C	-9	-1	0.7	-7	-4	10	8	-14	-6
Nc1nc(SCC(=O)N2N=C3/C(=C\c4ccco4)CCCC3C2c2ccco2)n[nH]1 (stereo not given)	x	3	0.1	-17	-5	-3	9	-13	x
CC(=O)NC(CC(=O)NC(C)c1ccc(Cl)cc1Cl)c1ccccc1 (stereo not given)	-12	2	1.4	-4	-3	0	4	-12	-24
CCOc1ccc(-c2cc(CCCC(=O)NCCCOC)no2)cc1	-6	1	0.7	9	-5	3	-4	-13	-1
Cc1ccc(C)c(C(C)NC(=O)C2CCCO2)c1 (stereo not given)	-8	0	1.0	-18	-2	-1	6	-8	-6
CCc1ccc(C2C(C(=O)O)c3ccccc3C(=O)N2C)cc1 (stereo not given)	-8	0	0.6	-2	-6	11	-2	-15	-7
CC(=O)c1ccc(NC(=O)Nc2ccc(S(=O)(=O)N3CCCC3)cc2)cc1	x	18	7.4	6	1	-5	-6	7	x
Cc1nc(NC(C)C(=O)O)c2nc(C)oc2n1 (stereo not given)	-3	0	-0.3	0	-5	-8	-1	1	-3
O=C(CCCn1nnnc1CN1CCOCC1)N1CCC(c2ccc(F)cc2)C1 (stereo not given)	-15	1	0.5	-2	-3	-9	-3	1	-7
CCOC(=O)C1=C(O)C(=O)N(c2ccc(S(N)(=O)=O)cc2)C1c1ccc(Br)cc1 (stereo not given)	11	0	0.0	6	-1	-3	-1	-9	2
CCOC(=O)N1CCN(C(=O)CNS(=O)(=O)c2cccs2)CC1	-5	1	0.0	-6	-4	-3	5	-9	-7
Cc1ccc(CN(CC(=O)NC(C)(C)C)C(=O)CNC(=O)c2cccs2)cc1	-24	5	3.1	-7	-4	-1	15	7	1
Cc1ccc(CC(=O)Nc2cc(C)ccn2)cc1	-8	1	-0.1	-15	-2	-3	13	-3	-10
CN1C/C(=N\S(=O)(=O)c2ccccc2)N(C)C1=O	6	1	0.6	-1	-7	3	8	-3	-3
Cc1snc(S(=O)(=O)/C(C#N)=N\Nc2ccccc2)c1C#N	-10	2	0.8	-7	-2	-11	3	-11	-9
CC[C@]12c3[nH]c4ccccc4c3CCN1C(=O)C(CC(=O)NCCCOC)C[C@@H]2C(=O)N1CCN(C(=O)C2CC2)CC1 (stereo not given in full)	-7	0	0.2	-12	-4	-12	10	-4	-3
Cc1c(Cl)ccc(S(=O)(=O)Nc2cccnc2)c1Cl	-14	3	1.2	0	-2	-1	2	2	-11
O=S(=O)(NC1CCCCC1N1CCN(c2ccccc2F)CC1)c1ccc(Cl)cc1 (stereo not given)	-35	2	-0.1	-9	-2	-13	0	-8	-11
COc1ccccc1Nc1ncnc2ccccc12	-23	1	0.5	0	-1	-2	2	2	-5
CC(=O)c1cccc(NC(=O)CCS(=O)(=O)c2cccc3nsnc23)c1	-25	1	0.1	-13	-1	-7	8	-12	-17
O=C(Cn1c(=O)oc2ccccc21)Nc1ccc(Br)cc1	4	3	1.3	-16	0	-2	10	-6	-11
O=C(CSc1ccc(-c2ccccn2)nn1)Nc1nccs1	-14	1	1.3	-7	-1	-6	8	-12	1
O=c1[nH]c2ccccc2nc1-c1ccc(Cl)cc1	6	0	0.4	-17	-2	0	11	-13	-8
NS(=O)(=O)c1ccc(NS(=O)(=O)c2ccc(NC(=O)c3ccc(-c4ccccc4)cc3)cc2)cc1	-3	2	0.7	-7	-4	-2	-4	-20	-10
CC(C)Sc1nc(O)c(Cc2ccccc2)c(=O)[nH]1	0	1	0.3	-1	-4	-1	1	-10	5
Cc1cc(C)cc(N(CC(=O)Nc2cccc(C)c2C)S(=O)(=O)c2c(C)[nH]c(=O)[nH]c2=O)c1	-11	1	2.5	-1	-4	-1	2	-1	-8
CC(NC(=O)CSC(=S)N(C)C)C12CC3CC(CC(C3)C1)C2 (stereo not given)	x	1	0.5	1	-5	11	0	-6	x
C=CCn1c(CNS(=O)(=O)c2ccc(F)cc2)n[nH]c1=S	-3	0	-0.1	-3	-1	4	4	7	-9
CCC(=O)Nc1cccc(-c2ccc(N3CCC(C)CC3)nn2)c1	-18	1	0.3	-19	-3	-8	17	-3	-10
CCOCCCNC(=S)N1CCN(CC)CC1	1	1	0.5	1	-6	9	7	-4	-11
C=CCSc1nnc(-c2cc(C(C)(C)C)nn2Cc2ccc(F)cc2)n1C	-14	-1	-0.1	0	-7	-27	2	7	-4
O=C(CCSCCC(=O)NN=Cc1ccccc1O)NN=Cc1ccccc1O	x	4	1.7	-12	0	-7	3	0	x
O=C(CCc1nnc(C2CCCCC2)o1)N1CCN(C2CCCCC2)CC1	-8	8	2.5	-5	-9	-3	1	-3	-13
CCc1nc2ccc(C(=O)N(C)Cc3ccco3)cn2c1N(C)Cc1ccc(OC)cc1	x	4	2.5	2	-7	-7	-18	-14	x
CN(C)c1ccc(N=Nc2ccccc2C(=O)OCC(=O)N(C)c2ccccc2)cc1	34*	15	5.2	22	6	14	-12	13	-18
CCOC(=O)c1ccc2[nH]cc(C(C)=O)c(=O)c2c1	4	0	1.0	-3	-4	2	6	-3	-5
COc1ccc(S(=O)(=O)N2CCCCC2)cc1NC(=O)c1cncc(Br)c1	-4	4	1.6	-1	-4	2	7	-24	-3
O=C(COC(=O)CC12CC3CC(CC(C3)C1)C2)Nc1ncc(Cl)cc1Cl	-24	-1	-0.6	16	-6	4	-9	-8	-5
COc1ccc2cc(-c3csc(-c4cccnc4)n3)ccc2c1	-15	1	0.1	9	-1	-3	-6	-3	-4
Cc1cccc(NS(=O)(=O)c2ccc(C(=O)N3CCCC3)cc2)c1C	-3	4	3.4	0	5	10	3	4	-5
Cc1cc(C)cc(N(CC(=O)NCc2ccco2)C(=O)c2snc(C(N)=O)c2N)c1	-11	2	2.1	-4	4	0	9	-7	-8
Cc1c(Cl)cnc(NC(=O)COC(=O)c2cccc(S(=O)(=O)N3c4ccccc4CC3C)c2)c1Cl (stereo not given)	-27	1	1.5	4	-7	-1	-11	-5	-9
CC1(C(=O)Nc2cccc3c2CCCC3)CCN1C(=O)C1(c2ccc(Cl)cc2)CC1 (stereo not given)	x	-1	1.1	9	-5	-8	-11	-8	x
COc1ccc(Nc2nc(N3CCCC3)nc(N3CCCC3)n2)c(OC)c1	-16	1	0.4	-9	-5	-1	9	-5	-3
COc1ccc(Cl)cc1NC(=O)CN(C)C(=O)CCCNC(=O)c1ccc(Cl)cc1	-34	4	-0.2	0	-3	-9	5	3	-2
Nc1ccccc1S(=O)(=O)NCCCCc1ccccc1	-8	3	1.6	3	-7	-19	1	-16	-6
O=C(C1=C[C@H](C2CCCCC2)C[C@H](OCCCCO)O1)N1CCOCC1	-9	-1	0.2	-6	-2	-10	11	-12	5
COc1ccc(S(=O)(=O)N2CCN(C/C=C/c3ccccc3)CC2)cc1NC(C)=O	-24	2	3.6	-8	-2	4	7	-6	-4
CCOC(=O)CCNC(=O)Nc1ccc2nc(C)n(Cc3cccc(Cl)c3)c(=O)c2c1	-14	11	4.3	-13	-2	-5	1	-23	-1

Remaining list, next part.
SMILES	CHO parental Ca	M4 ag	CHO-K1 Ca ag	CHRM1 antagonist	M1 ag	M4 antag	M1 PAM	CHO-K1 Ca antag	OXTR potentiator
O=C(O)CCN1C(=O)/C(=C\c2ccc(OCc3ccccc3)c(OCc3ccccc3)c2)SC1=S	-1	0	1.1	1	-1	1	0	1	5
CCc1nnc(NC(=O)c2cccs2)s1	0	1	0.9	-1	-3	-24	1	-9	1
COc1ccc(C(=O)N2CCCC2)cc1S(=O)(=O)N1CCOCC1	-8	1	0.5	-10	-3	-7	8	-16	-6
NS(=O)(=O)c1ccc(NC(=O)c2ccc(OCC3CCCO3)cc2)cc1 (stereo not given)	-5	1	0.3	-4	-1	-5	0	-9	3
CCOC(=O)n1c(=O)n(Cc2ccc(OC)cc2)c2ccccc21	-23	9	2.6	-7	-1	0	8	-11	-12
Cc1ccc(N2C(=O)c3oc4ccccc4c(=O)c3C2c2cccc(O)c2)nc1 (stereo not given)	-18	9	2.2	2	-4	-12	-8	-4	-17
CCOC(=O)c1c(C)oc2c1C(=O)c1ccccc1C2=O	-7	4	0.4	-3	-11	12	-2	3	3
O=C(/C=C/c1cccs1)c1ccc([N+](=O)[O-])cc1	-7	0	0.1	-11	-4	-6	9	-6	0
CC1Cc2ccccc2N1S(=O)(=O)c1cnc[nH]1 (stereo not given)	6	1	0.4	1	-3	-2	3	-4	-7
CNc1cncc(-c2cc(C)c(O)c(C)c2)n1	x	1	-0.1	-6	-5	5	1	-4	x
NC(=S)NN=C1C=CCCC1	x	0	0.5	-7	-6	6	3	-9	x
CCOc1ccc(-n2nc3ccc(NC(=O)c4ccc5c(c4)OCCO5)cc3n2)cc1	-1	1	0.3	-16	0	1	15	-11	-5
CN(C)CCN(C(=O)c1ccc(S(=O)(=O)N(C)CC2CCCO2)cc1)c1nc2cc3c(cc2s1)OCO3 (stereo not given)	-1	0	0.5	-14	-4	-6	12	1	3
COc1ccc(-c2cc3nc(C)cc(N4CCN(C(=O)c5cccnc5)CC4)n3n2)cc1	x	4	1.2	-5	-2	-5	1	-25	x
Cc1ccc(-c2cc(C(=O)NCC3CCCO3)no2)cc1 (stereo not given)	-14	2	0.5	-2	-4	-16	2	-18	-8
Cc1noc(/C=C/NCc2cccnc2)c1S(=O)(=O)N(C)CC(=O)N1CCc2ccccc21	-10	1	0.5	-10	-9	2	0	-8	-5
CC(Sc1nnc(-c2ccncc2)n1C)C(=O)NCC1CCCO1 (stereo not given)	-3	-1	0.3	-14	-3	-12	8	-5	-6
COc1cccc(-c2cnc3c(NC=O)cc(-c4ccccc4)cn23)c1	x	3	1.0	-2	-5	12	3	1	x
C=CCn1c(SCC(=O)Nc2cccc(C(=O)OC)c2)nnc1C(C)NC(=O)c1cccs1 (stereo not given)	-6	1	0.4	-11	-6	3	10	-20	-5
COCCNc1nc(NCc2ccc(C)cc2C)c2sccc2n1	x	6	2.6	4	-4	14	-10	14	x
COc1ccccc1NC(=O)C1CCCN1C(=O)Nc1ccc(F)cc1 (stereo not given)	-3	2	0.4	-3	-1	8	8	2	-8
Cc1cc(C)nc(Nc2n[nH]c(COc3ccccc3)n2)n1	-9	1	0.8	-3	4	-9	5	-10	-4

Screening results as filed in PubChem.
